HKDC1 inh: inhibitors of human hexokinase HKDC1. recombinant HKDC1, G6PDH/diaphorase resazurin coupled fluorescence. inhibition, % at 20 µM. 340,000 compounds, 0.16% hits. AID 493160;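 active means inhibition above about 35% when tested at 20 µM, limit read from the data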;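 further: plate controls were DMSO wells with enzyme for no effect and DMSO wells lacking enzyme for full effect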
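Material – in-house recombinant HK5 (HKDC1) enzyme · Quantity – HKDC1 at 5 µg/mL · Buffer or medium – pH 8.0 Tris buffer with 10 mM MgCl2 · Reagent – glucose with 1 mM ATP · Dosing – single 20 µM dose · Times – reaction time 90 min, room temperature, protected from light · Technique – resorufin fluorescence at 613 nm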
SENP8 block-1: SENP8 protease inhibition; Q96LD8; AID 2540; 330,000 compounds, 1.2% hits; inhibition, % at 10 µM; purified SENP8, Z-RLRGG-aminoluciferin cleavage, luminescence; in the data active means inhibition above about 50%
Target sequence (Q96LD8 whole entry, looked up): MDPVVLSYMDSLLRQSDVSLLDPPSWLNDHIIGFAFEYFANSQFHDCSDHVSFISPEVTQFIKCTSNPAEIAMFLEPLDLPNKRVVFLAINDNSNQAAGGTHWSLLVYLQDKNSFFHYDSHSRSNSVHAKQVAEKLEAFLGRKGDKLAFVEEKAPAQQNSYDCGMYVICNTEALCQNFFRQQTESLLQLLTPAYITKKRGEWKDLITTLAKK
SENP7 block: SENP7 protease inhibition; 330,000 compounds, 1.5% hits; AID 434973; recombinant SENP7, Z-RLRGG-aminoluciferin luminescence, 40 min; Q9BQF6; inhibition, % at 5 µM;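 active means inhibition above about 50% at the single test dose, limit read from the data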;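 further: plate controls were DMSO with enzyme for no effect and no enzyme buffer wells for full effect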
Target sequence (Q9BQF6 706-1050 limits assumed): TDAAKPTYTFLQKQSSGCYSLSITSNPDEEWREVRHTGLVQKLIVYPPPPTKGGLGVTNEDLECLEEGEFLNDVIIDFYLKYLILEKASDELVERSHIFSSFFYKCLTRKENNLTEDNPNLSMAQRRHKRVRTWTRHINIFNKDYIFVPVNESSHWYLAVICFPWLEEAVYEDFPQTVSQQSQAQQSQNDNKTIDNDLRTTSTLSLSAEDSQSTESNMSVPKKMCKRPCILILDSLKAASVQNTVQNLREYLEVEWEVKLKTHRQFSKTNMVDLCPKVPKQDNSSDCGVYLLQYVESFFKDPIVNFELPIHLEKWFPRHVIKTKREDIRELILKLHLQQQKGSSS
SENP8 block-2: blocks human SENP8 cleavage of Nedd8 substrate. AID 602440. Q96LD8. recombinant SENP8, Nedd8 substrate fluorescence. 360,000 compounds, 0.64% hits. inhibition, % at 20 µM; in the data active means inhibition mostly above about 40%, no sharp cut-off; inactive means mostly below about 27%
SENP1 inh: blocks the human SENP1 SUMO protease catalytic domain; recombinant SENP1 catalytic domain, CyPet-SUMO1-YPet FRET cleavage; inhibition, % at 10 µM; 360,000 compounds, 0.21% hits; AID 624204;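 active means inhibition at least 30% at 10 µM, raw YFP signal under a set limit, fluorescence ratio 0.5 to 1.5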;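 further: 0% = enzyme with DMSO and 100% = no enzyme wells; some results filed as inactive read as strong as hits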
Target sequence (Q9P0U3 419-644 limits assumed): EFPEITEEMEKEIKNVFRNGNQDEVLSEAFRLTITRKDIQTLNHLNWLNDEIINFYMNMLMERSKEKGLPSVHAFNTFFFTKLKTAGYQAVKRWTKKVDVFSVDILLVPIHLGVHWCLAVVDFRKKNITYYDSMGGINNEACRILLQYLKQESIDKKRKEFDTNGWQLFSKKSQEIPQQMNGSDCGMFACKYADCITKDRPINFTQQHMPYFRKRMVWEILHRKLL
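Assay system: hSENP1 catalytic domain, recombinant. Amount: SENP1 enzyme, 20 pM final. Schedule: 50 min reaction, RT, dark. Technique: FRET, CFP and YFP emission. Control set: no-enzyme wells low, DMSO-plus-enzyme wells high control.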
UBC13 inh: blocks human UBC13 polyubiquitin chain formation. P61088. TR-FRET. inhibition, % at 20 µM. 330,000 compounds, 0.47% hits. AID 485273; in the data active means inhibition above about 45%, passing the limit was not always enough
Target sequence (P61088 whole entry, looked up): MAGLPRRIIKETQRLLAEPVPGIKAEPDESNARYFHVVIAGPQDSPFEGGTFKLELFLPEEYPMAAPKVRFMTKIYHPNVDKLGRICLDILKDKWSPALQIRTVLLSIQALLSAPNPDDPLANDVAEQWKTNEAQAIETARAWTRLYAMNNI
PfG6PD inh: PfG6PD (Plasmodium falciparum) enzyme inhibition; AID 504690; inhibition, % at 20 µM; PfGluPho enzyme, NADPH resazurin-diaphorase fluorescence; 350,000 compounds, 0.78% hits;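 active means inhibition reaching at least a set limit at 20 µM in the primary screen, cut at about 59% in these data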;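 further: 0% = DMSO wells with substrate and 100% = DMSO wells lacking glucose-6-phosphate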
SENP6 inh: blocks the human protease SENP6 | Recombinant SENP6 catalytic domain, aminoluciferin luminescence | Q9GZR1 | inhibition, % at 10 µM | 330,000 compounds, 1.8% hits;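 active means inhibition above about 50% at the single tested dose, limit read from the data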;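 further: plate controls were DMSO wells with enzyme for no effect and DMSO wells lacking enzyme for full effect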
beta cell repl: induces beta-cell replication in MIN6 cells; proliferation, % at 10 µM; AID 2380; MIN6 cells proliferation, ATPlite luminescence, 48 h; cells starved in 0.2% serum; 100% = growth in 10% serum; 330,000 compounds, 0.29% hits;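 active means compounds whose signal lies at least 3.5 SD above the mean of all wells on their plate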;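 further: 0% = DMSO-treated cells in low-serum medium and 100% = 10% serum control; some compounds called inactive have numbers as strong as hits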
* = called active by the depositor; . = not tested or not shown. No enrichment for hits; 4% or so of the library scored in one or more.

SMILES	HKDC1 inh	SENP8 block-1	SENP7 block	SENP8 block-2	SENP1 inh	UBC13 inh	PfG6PD inh	SENP6 inh	beta cell repl
CN(c1cccc(NC(=O)Cc2ccccc2)c1)S(C)(=O)=O	-3.6	2.0	6.6	12.5	0.0	1.4	-6.4	-12.3	-2.6
O=C(O)CN1C(=O)/C(=C\c2cc(Br)ccc2OCc2ccccc2F)SC1=S	23.3	2.9	7.7	2.9	2.9	-5.8	-36.2	14.5	-6.5
O=C(c1ccc(Cl)c(S(=O)(=O)N2CCCCCC2)c1)N1CCCC(C(F)(F)F)C1 (stereo not given)	-7.3	-11.3	-8.3	4.1	0.1	11.5	-0.3	-8.4	1.4
N/C(=N\OC(=O)Nc1ccccc1)c1ncc(C(F)(F)F)cc1Cl	-9.5	28.7	6.9	19.6	1.7	1.9	-24.4	50.2*	-1.5
CN(C)c1[nH]c(=O)c(C#N)c2c1CCN2Cc1ccccc1	-1.4	4.7	5.6	-15.6	0.9	8.5	-5.6	-5.8	0.6
CCOc1ccccc1NC(=O)c1ccccc1-c1nc(-c2ccccc2)no1	3.6	-5.1	-1.2	6.4	-1.8	4.3	-3.7	-3.2	-3.9
CC(=O)c1cccc(NC(=O)COC(=O)c2cccc(N3C(=O)c4ccccc4C3=O)c2)c1	-1.1	-7.5	-3.4	10.8	1.8	-23.7	0.5	-4.8	2.1
COC(=O)c1ccc(COC(=O)c2ccc(SC)cc2OC)cc1	3.9	0.1	11.4	-19.9	2.3	4.3	16.5	10.7	-2.7
Cc1cc(F)ccc1NS(=O)(=O)c1c(C)nc2scc(C)n2c1=O	-5.9	-3.9	-2.2	-159.8	-0.5	-7.2	16.2	-21.1	0.0
Cc1cc(C)nc(SCc2nnc(SCC(=O)Nc3cc(C(F)(F)F)ccc3Cl)o2)n1	-5.4	1.5	8.0	8.7	2.3	0.8	8.1	3.8	-3.8
O=C(c1cccc2ccccc12)n1nnc2ccccc21	.	-16.0	-4.2	.	.	3.8	.	-15.4	10.2*
O=[N+]([O-])c1ccc(N2CCSCC2)cc1O	-1.2	-7.6	-5.3	57.0*	1.8	-20.0	-7.4	-2.9	-0.9
CC1Cc2ccccc2N1C(=O)c1ccc2c(c1)nnn2C (stereo not given)	-1.4	-11.8	-4.5	16.0	-1.1	-0.2	-11.1	-22.8	-1.6
O=C(N/N=C/c1c[nH]c2ccc(Br)cc12)C1CC1	-3.0	-2.8	8.3	14.8	2.2	-2.6	9.2	-7.3	-0.8
Cc1nnc(SCC(=O)N2CCN(S(=O)(=O)c3ccc(Cl)cc3)CC2)[nH]c1=O	-2.4	-4.3	-3.5	22.3	1.7	-5.4	-6.9	1.6	-2.1
O=C(O)CCn1cc(/C=C2\SC(=S)NC2=O)c(-c2ccccc2)n1	-6.0	2.1	3.9	13.1	9.5	-11.2	14.0	-0.2	-2.7
CCOc1ccc(-c2nnc3sc(-c4ccccc4OC)nn23)cc1	-12.9	.	.	-8.8	-1.2	.	4.0	.	.
COc1ccc(NC(=O)Nc2ccc(OC)c(OC)c2)c([N+](=O)[O-])c1	-3.3	-4.7	-2.2	20.7	3.4	-9.0	9.7	6.8	0.2
CC1CCCCN1S(=O)(=O)c1ccccc1[N+](=O)[O-] (stereo not given)	-8.0	1.2	11.2	11.9	3.4	4.3	5.9	-14.0	0.7
CCOC(=O)/C(C#N)=C/Nc1cc(F)ccc1C	3.1	11.7	3.3	-0.7	3.2	2.1	6.5	-1.5	1.1
O=C(O)c1ccc(/C=C2\SC(=S)N(NC(=O)c3ccccc3)C2=O)cc1	-0.8	-10.3	-2.1	13.7	4.2	-9.7	0.8	-33.9	-3.3
Cc1cc(C)n(CC(=O)n2c3ccccc3c3ccccc32)n1	2.8	7.1	5.9	27.3	2.0	-2.8	-13.7	14.3	-0.9
CS(=O)(=O)Nc1cccc(C2=NN(S(=O)(=O)c3ccccc3)C(c3cccs3)C2)c1 (stereo not given)	2.5	2.8	-2.3	9.3	0.9	4.4	-11.1	-4.8	-0.4
CCCCNC(=O)c1ccc(CS(=O)(=O)c2ccc(OC)cc2)o1	2.9	3.9	-2.3	8.0	0.0	-0.8	-1.1	-9.8	-1.5
CC1CCCCN1c1nc2nonc2nc1N1CCCCC1C (stereo not given)	0.3	5.0	-2.4	21.7	-3.5	2.5	-5.8	-11.2	1.7

Complete entries, quoted from the list.
Cc1cc(C)nc(SCc2nnc(SCC(=O)Nc3cc(C(F)(F)F)ccc3Cl)o2)n1 reads HKDC1 inh: -5.4; SENP8 block-1: 1.5; SENP7 block: 8.0; SENP8 block-2: 8.7; SENP1 inh: 2.3; UBC13 inh: 0.8; PfG6PD inh: 8.1; SENP6 inh: 3.8; beta cell repl: -3.8
Cc1cc(F)ccc1NS(=O)(=O)c1c(C)nc2scc(C)n2c1=O reads HKDC1 inh: -5.9; SENP8 block-1: -3.9; SENP7 block: -2.2; SENP8 block-2: -159.8; SENP1 inh: -0.5; UBC13 inh: -7.2; PfG6PD inh: 16.2; SENP6 inh: -21.1; beta cell repl: 0.0
CCOc1ccc(-c2nnc3sc(-c4ccccc4OC)nn23)cc1 reads HKDC1 inh: -12.9; SENP8 block-1: .; SENP7 block: .; SENP8 block-2: -8.8; SENP1 inh: -1.2; UBC13 inh: .; PfG6PD inh: 4.0; SENP6 inh: .; beta cell repl: .

Further results:
SMILES	HKDC1 inh	SENP8 block-1	SENP7 block	SENP8 block-2	SENP1 inh	UBC13 inh	PfG6PD inh	SENP6 inh	beta cell repl
COC(=O)c1cc(=O)n(C2CC2)c(=NC2CC2)s1	-7.3	2.9	-2.4	24.2	0.3	-28.3	0.6	-4.1	-2.3
Cc1ccc(N2CC(C(=O)OCc3nnc(-c4ccccc4)o3)CC2=O)cc1 (stereo not given)	-3.1	1.5	2.9	-6.7	0.5	1.0	5.5	-0.9	-2.1
O=C(CCc1nc2ccccc2[nH]1)Nc1ccccc1	2.5	-5.7	1.5	23.6	3.4	3.1	-0.1	-13.9	-2.1
COc1ccc(CCN=C(N)NS(=O)(=O)c2ccc(C)cc2)cc1	-2.4	-2.9	0.0	-63.7	-1.2	0.8	-14.9	-9.1	0.0
O=C(O)CCC(=O)Nc1ccc(OCC(=O)O)cc1	-4.1	-6.7	1.3	20.2	-1.0	-0.4	-12.9	-10.8	0.3
CCCCSc1nnc([C@@H]2CCCN2C(=O)OC(C)(C)C)o1	-7.3	-3.6	-0.9	18.4	2.2	4.4	-14.3	-10.7	-0.6
O=C1c2ccccc2NC2CCCCC12 (stereo not given)	-9.9	-4.4	4.5	-5.2	-0.5	0.5	8.5	-14.1	-1.9
Cc1ccc(C(=O)CC2(O)C(=O)Nc3ccccc32)s1 (stereo not given)	-3.5	-5.2	-12.5	12.3	1.1	-13.9	-2.4	-21.2	-2.8
O=C(Cn1c(-c2ccccc2)noc1=O)Nc1ccc(N2CCCCCC2)cc1	3.0	1.2	4.2	9.3	-0.2	-9.6	20.8	-5.4	-4.2
CCOC(=O)c1c(C)[nH]c(C(=O)NCCc2ccc(OC)c(OC)c2)c1C	-3.9	-1.2	2.3	-3.3	-3.6	4.4	2.5	-25.9	-1.5
C=CCOc1ccc(C(=O)CC)cc1OC	-7.2	-0.9	1.1	10.4	0.7	0.0	-2.0	-3.9	0.9
COc1ccc2cc(CCNC(=O)c3ccc(Br)o3)c(=O)[nH]c2c1	12.9	-13.3	-15.1	-110.1	-1.9	2.3	7.9	-19.3	-2.8
Cc1cc(NC(=O)c2cccc(S(=O)(=O)N3CCOCC3)c2)c2ccccc2n1	-2.7	1.6	5.7	1.9	0.6	-0.9	1.0	-5.8	-0.3
CC(=O)Nc1ccc(C(=O)NC(C)c2ccc(-n3ccnc3)cc2)cc1 (stereo not given)	-1.6	2.9	-2.4	4.0	-1.5	-1.5	-7.8	-11.0	1.3
CC(=O)N1CCc2cc(S(=O)(=O)CCC(=O)N3CCN(c4cc(C)ccc4C)CC3)ccc21	-2.1	-6.1	12.3	15.8	1.9	-1.4	1.6	0.2	-4.6
COc1ccc(OC)c(N(CC(=O)NC2CCCCCC2)S(=O)(=O)c2ccc(C)cc2)c1	0.5	3.6	2.9	1.2	0.6	4.0	16.7	2.1	-1.0
O=S(=O)(Cc1ccccc1)NCCc1cccc(Cl)c1	-1.9	-1.1	1.2	14.9	-2.1	7.3	0.2	-6.0	-1.3
CCn1nnc(NC(=O)c2cc3ccccc3o2)n1	-2.8	-3.5	-0.1	6.6	0.6	14.7	-3.4	1.9	6.4
CCc1cc(=O)oc2c(C)c(OC(C)C(=O)NCC3CCC(C(=O)O)CC3)ccc12 (stereo not given)	-1.7	0.6	-2.7	-77.6	2.5	-8.4	-21.2	6.9	-3.5
COc1cc(C2NC(=O)NC(C)=C2C(=O)OC(C)(C)C)ccc1OCC(=O)O (stereo not given)	-9.5	-5.9	1.1	4.3	1.9	-4.0	-0.2	-4.0	3.5
O=C(O)c1ccc(C=NN2CCCCCC2)cc1	11.0	.	.	13.6	-1.0	.	-27.4	.	.
COC(=O)c1ccc(OC(=O)c2ccco2)cc1	0.0	-3.8	1.6	13.4	3.1	8.8	-6.7	-6.9	4.1
COc1ccc(N(CC(=O)NC2CCCC2)C(=O)c2csnn2)cc1	-5.5	-8.3	10.2	38.3	0.4	1.9	-5.2	-3.9	-2.0
Cc1ccc(NC(=S)NCc2ccc3[nH]c4c(c3c2)CCCC4)cc1	7.3	-5.6	-14.2	-9.8	-26.1	1.3	11.8	-12.0	-7.4
O=C1/C(=C/c2cccnc2)SC(=S)N1CC1CCCO1 (stereo not given)	-4.7	-1.0	6.0	12.6	1.7	-18.9	-7.3	2.8	-1.7
Continuation.
SMILES	HKDC1 inh	SENP8 block-1	SENP7 block	SENP8 block-2	SENP1 inh	UBC13 inh	PfG6PD inh	SENP6 inh	beta cell repl
CN1CCCN(C(=O)c2cc(-c3ccc(Cl)c(Cl)c3Cl)nc3ccccc23)CC1	-6.7	-10.2	-3.1	10.2	1.6	7.1	-6.5	-15.8	-5.3
O=C(c1cccs1)N1CCN(c2nc3ccccc3s2)CC1	-1.6	0.7	-6.5	0.3	-2.4	5.2	-15.5	9.7	-3.0
COC(=O)c1ccc(NC(=O)c2cc(Cl)ccc2OC)cc1	-6.8	-8.8	-4.8	16.9	-0.2	-1.2	-4.7	9.6	-1.1
CCc1cccc(NC(=O)CCNC(=O)Cn2ccc3ccccc3c2=O)c1	0.4	4.5	0.3	-15.2	1.7	8.1	-2.1	-8.2	0.0
COc1ccccc1OCCn1c(C(C)O)nc2ccccc21 (stereo not given)	-1.0	-0.5	3.5	8.4	1.0	7.6	-0.8	0.9	1.6
Clc1ccc(CSc2nnc(-c3ccncc3)o2)cc1	5.9	8.7	1.8	19.8	-3.8	1.5	-5.5	-9.4	5.1
CC(C)(C)NC(=O)CC1C[C@H](C(=O)N2CCOCC2)[C@@]2(CCC3CCCC3)c3[nH]c4ccccc4c3CCN2C1=O (stereo not given in full)	-1.6	0.6	-12.1	11.5	-2.0	-17.2	-1.1	-9.1	-2.8
CC(Cc1ccco1)NC(=O)c1ccc(C(F)(F)F)cc1 (stereo not given)	2.6	3.6	6.4	19.1	0.2	3.3	3.5	20.3	0.0

Source: PubChem BioAssay (Sanford-Burnham Center for Chemical Genomics)
